High-throughput results as filed in PubChem BioAssay.
TbHK1 inh – T. brucei hexokinase 1 inhibition; recombinant TbHK1, G6PDH-coupled NADH A340; inhibition, % at 10 µM; actives 0.11% (n = 220,000);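 active = inhibition of 50% or more in the single-dose primary screen; inactive = inhibition below 50%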
RBBP9 inhibitor – inhibitors of human serine hydrolase RBBP9. recombinant RBBP9, FP-Rh probe fluorescence polarization. inhibition, % at 7.94 µM. actives 0.2% (n = 220,000);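 active = inhibition above the campaign mean of all tested compounds plus 3 SD, cut at about 14% in these data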;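 note: plate controls were DMSO wells with RBBP9 for no effect and wells lacking RBBP9 protein for full effect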
Target sequence (O75884 whole entry, looked up): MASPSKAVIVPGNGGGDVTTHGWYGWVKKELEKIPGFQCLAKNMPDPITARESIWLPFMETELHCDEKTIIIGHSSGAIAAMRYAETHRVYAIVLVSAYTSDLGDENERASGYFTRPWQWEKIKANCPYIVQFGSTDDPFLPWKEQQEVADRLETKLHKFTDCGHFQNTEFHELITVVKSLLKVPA
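Assay system: recombinant human RBBP9; Reagent: Serine-hydrolase probe FP-Rh, 375 nM pre-mixing; Doses: 7.94 µM single dose, 0.794% DMSO; Incubation: 30 min then 45 min, 25 °C; Detection: fluorescence polarization (mP), excitation 525 nm, emission 598 nm; Evaluation: percent inhibition from mP, scaled between DMSO and no-protein wells.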
PPC-1+TRAIL kill – compounds killing PPC-1 cancer cells with TRAIL present (potentiator screen, no TRAIL-free arm) | PPC-1 cells + TRAIL, ATPLite viability luminescence | cell killing (% activity), % at 4 µM | actives 0.41% (n = 220,000) | AID 1443;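 active = cell killing above 50% in the first pass at 4 µM, then a duplicate retest at 5 µM averaging 50% or more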;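 note: plate controls were cells with TRAIL plus DMSO for no effect and medium-only wells lacking cells for full effect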
Furin inh – human furin inhibition. P09958. purified furin, fluorogenic substrate cleavage. inhibition, % at 30 µM. actives 0.061% (n = 220,000). AID 463115; in the data active = inhibition above about 25%; note: inactives centre near -15
Target sequence (P09958 108-714 limits assumed): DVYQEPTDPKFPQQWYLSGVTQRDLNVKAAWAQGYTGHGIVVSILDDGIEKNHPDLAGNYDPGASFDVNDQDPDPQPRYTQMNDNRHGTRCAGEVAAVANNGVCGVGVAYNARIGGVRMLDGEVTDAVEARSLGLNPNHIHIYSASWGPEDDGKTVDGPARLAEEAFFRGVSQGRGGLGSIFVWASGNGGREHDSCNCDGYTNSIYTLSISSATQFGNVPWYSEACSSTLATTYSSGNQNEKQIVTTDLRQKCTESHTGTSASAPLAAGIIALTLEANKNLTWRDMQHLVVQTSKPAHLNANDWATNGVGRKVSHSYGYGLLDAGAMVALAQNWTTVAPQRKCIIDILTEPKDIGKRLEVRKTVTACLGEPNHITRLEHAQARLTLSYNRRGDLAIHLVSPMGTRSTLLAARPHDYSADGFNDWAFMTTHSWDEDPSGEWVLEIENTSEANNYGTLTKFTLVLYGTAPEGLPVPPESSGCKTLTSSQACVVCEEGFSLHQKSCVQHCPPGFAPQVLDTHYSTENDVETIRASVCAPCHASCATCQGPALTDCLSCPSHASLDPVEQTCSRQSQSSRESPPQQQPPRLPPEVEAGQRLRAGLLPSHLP
PGE2 EP2 inh – EP2 receptor (human) inhibition; P43116; C6 glioma cells expressing human EP2, cAMP TR-FRET; cells stimulated with saturating PGE2; actives 0.52% (n = 260,000); inhibition, % at 25 µM;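 active = percent inhibition above 40 after rounding to a whole number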;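 note: rat C6 glioma host cells with rolipram phosphodiesterase inhibitor present; the protocol text gives 20 µM as final concentration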
BaF3 tox – reduces parental Ba/F3 cell viability, JAK2V617F counter-screen; CellTiter-Glo ATP luminescence; inhibition, % at 5.6 µM; actives 1.1% (n = 220,000); AID 1486;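 active = inhibition above a per-campaign cutoff, the mean inhibition of all tested compounds plus 3 SD, cut at about 27% in these data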;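 note: 0% = DMSO wells and 100% = JAK Inhibitor I control wells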
p97 ATPase inh – blocks human p97 ATPase activity. recombinant p97 ATPase, Kinase-Glo ATP luminescence, 3 h. inhibition, % at 8 µM. actives 0.42% (n = 220,000); in the data active = inhibition above about 15%;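 note: 0% = DMSO vehicle and 100% = wells lacking enzyme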
Ba/F3 V617F tox – loss of viability in JAK2V617F-driven Ba/F3 cells | Ba/F3 EpoR-JAK2V617F viability, ATP luminescence | inhibition, % at 5.6 µM | actives 1.1% (n = 220,000) | AID 1446;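 active = inhibition above the campaign mean plus 3 SD over all tested compounds, cut at about 24% in these data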;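 note: cytokine-independent growth of Ba/F3 cells driven by EpoR plus mutant JAK2; 0% = DMSO-treated cells and 100% = JAK inhibitor I control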
p47phox inh – blocks human p47phox regulatory protein of NADPH oxidases. actives 0.53% (n = 220,000). p47phox/p22phox peptide binding, fluorescence polarization, 2 h. inhibition, % at 24.7 µM;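 active = inhibition above about 30%, limit read from the data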;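 note: 0% = p47phox with labelled peptide and 100% = labelled peptide alone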
* = called active by the depositor; x = not tested or not shown; & = joins results of further samples; [ ] = another dose, or the depositor's remark. Some of the compounds tested. The share of hits here may be higher or lower than overall.

Sample of the layout (6 entries):
SMILES	TbHK1 inh	RBBP9 inhibitor	PPC-1+TRAIL kill	Furin inh	PGE2 EP2 inh	BaF3 tox	p97 ATPase inh	Ba/F3 V617F tox	p47phox inh
COc1ccc(-n2c(N)c(C(=O)NCC3CCCO3)c3nc4ccccc4nc32)c(OC)c1 (stereo unspecified)	-20	-3	27	-30	21	-1	5	-6	-13
COc1cccc(OCCNC(=O)c2cc([N+](=O)[O-])cc([N+](=O)[O-])c2)c1	-2	-1	15	-19	2	0	4	-6	-3
Nc1nonc1-n1nnc(C(=O)N/N=C/c2cccnc2)c1CSC1=NCCS1	5	-1	-8	-10	5	-1	9	5	2
CCc1nnc(NC(=O)COc2ccc(N(C)S(=O)(=O)c3ccc(C)cc3)cc2)s1	-1	-10	-1	-11	4	0	-1	-1	-18
O=C(Nc1ccccc1)C(=O)Nc1cccnc1	-9	-2	23	-16	11	3	-5	-1	-14
Cc1cc(C)c(C#N)c(SCC(=O)C(C)(C)C)n1	-1	-4	28	-22[20 µM]	12	5	-2	0	-18

This part in full, from the first entry:
SMILES	TbHK1 inh	RBBP9 inhibitor	PPC-1+TRAIL kill	Furin inh	PGE2 EP2 inh	BaF3 tox	p97 ATPase inh	Ba/F3 V617F tox	p47phox inh
COc1ccc(-n2c(N)c(C(=O)NCC3CCCO3)c3nc4ccccc4nc32)c(OC)c1 (stereo unspecified)	-20	-3	27	-30	21	-1	5	-6	-13
COc1cccc(OCCNC(=O)c2cc([N+](=O)[O-])cc([N+](=O)[O-])c2)c1	-2	-1	15	-19	2	0	4	-6	-3
Nc1nonc1-n1nnc(C(=O)N/N=C/c2cccnc2)c1CSC1=NCCS1	5	-1	-8	-10	5	-1	9	5	2
CCc1nnc(NC(=O)COc2ccc(N(C)S(=O)(=O)c3ccc(C)cc3)cc2)s1	-1	-10	-1	-11	4	0	-1	-1	-18
O=C(Nc1ccccc1)C(=O)Nc1cccnc1	-9	-2	23	-16	11	3	-5	-1	-14
Cc1cc(C)c(C#N)c(SCC(=O)C(C)(C)C)n1	-1	-4	28	-22[20 µM]	12	5	-2	0	-18
CC1(C)NC(=O)N(CCOCCOc2c(Cl)cc(Cl)cc2Cl)C1=O	3	-7	2	-9[20 µM]	7	7	-3	2	4
COc1ccc(-c2c(C)nn(Cc3ccccc3)c2N)cc1	4	-10	17	-15[20 µM]	7	4	4	-3	-21
O=C(CN1C(=O)NC2(CCCCCCC2)C1=O)N1CCN(C(=O)c2ccco2)CC1	-2	1	-2	-20[20 µM]	5	3	3	3	-5
CN(C(=O)CSCC(=O)O)C1CCCCC1	-8	-3	7	-20	4	8	7	1	-12
CCCc1cc(=O)[nH]c(SCc2ccc(F)cc2)n1	-1	2	-23	-14	7	-1	0	0	-10
Nc1ccccc1C(=O)N/N=C1\C2CN3CCN(C2)CC1(c1ccccc1)C3	23	2	11	-8	7	7	3	1	-7
CSc1c(-c2ccccn2)c(N)nn1C(=O)C1CCC1	-9	-3	1	-11	6	1	5	-1	-10
CCN(Cc1nc(-c2cccc(Cl)c2)no1)CC1CCCO1 (stereo unspecified)	-8	-1	18	-27	7	-1	1	-3	-4
CCOC(=O)c1cn(CC(=O)Nc2ccccc2C(=O)OCC)nn1	-3	-3	20	-9	11	8	-8	4	-14
COc1ccc(C(=O)COC(=O)CN2C(=O)C3C4C=CC(C5CC45)C3C2=O)cc1 (stereo unspecified)	-3	-1	19	-20	5	5	7	-1	-3
O=C(NCCc1cccs1)c1cccs1	9	-5	0	-13	5	1	-4	1	-5
CCOC(=O)C(CSCc1ccccc1)NC(=O)OC(C)(C)C (stereo unspecified)	-5	-9	11	-14[20 µM]	8	1	-6	2	-3
Clc1cncc(Cl)c1N/N=C/c1ccccc1	-34	-1	7	-2	8	-3	6	-2	-8
CCC(=Nc1ccccc1O)C1=C(O)CC(c2ccccc2)CC1=O (stereo unspecified)	7	-11	-8	-5	9	6	-2	5	-5
CCOC(=O)c1ccc(NCC(O)COc2ccccc2)cc1 (stereo unspecified)	3	0	11	-1	11	3	0	-1	-7
COc1ccc(N2CCN(C(=O)C3(C)CC3(Cl)Cl)CC2)cc1 (stereo unspecified)	-2	-2	-10	-25	0	8	0	0	-3
O=C(CN1C(=O)/C(=C/c2ccccc2)SC1=S)NNC(=O)c1ccccc1O	-5	-8	6	-15	5	4	5	1	-9
Cc1cccc(OC(C)C(=O)N2CCCc3ccccc32)c1 (stereo unspecified)	37	-6	5	-11	8	3	-3	-4	6
Brc1cccc(-c2n[nH]c(-c3ccccc3)n2)c1	5	-6	0	-19[20 µM]	x	-2	-3	2	-40

More entries:
SMILES	TbHK1 inh	RBBP9 inhibitor	PPC-1+TRAIL kill	Furin inh	PGE2 EP2 inh	BaF3 tox	p97 ATPase inh	Ba/F3 V617F tox	p47phox inh
Cc1ccc(CNC(=O)C(CCC(N)=O)NC(=O)OCc2ccccc2)cc1 (stereo unspecified)	32	4	29	-7	9	5	4	-3	1
O=[N+]([O-])c1nn(-c2ccc3c(c2)OCCO3)n(O)c1=NCCCO	-14	-1	1	2[20 µM]	12	11	1	4	-12
COc1cccc(C2Nc3cccc4cccc(c34)N2)c1	-33	-6	7	-5	4	1	9	-1	-4
CCn1c(SCC(=O)NCC(=O)Nc2ccc(F)cc2)nnc1-c1ccncc1	-5	-7	15	-3[20 µM]	25	5	-6	1	2
CCCc1noc2c1C(c1cc(Br)ccc1F)C(C#N)=C(N)N2 (stereo unspecified)	-3	8	27	-12	8	2	2	-2	-11
COc1ccc(C(C)=O)cc1CN1C(=O)NC(CC(C)C)C1=O (stereo unspecified)	2	1	20	-23	7	4	3	0	-8
COc1ccccc1N=Cc1c(O)c2ccccc2oc1=O	-2	-2	30	-15	5	9	-8	6	-2
COc1ccc(CCN(C)CC(O)c2ccccc2)cc1OC (stereo unspecified)	-1	-4	14	-34	8	2	3	-1	-6
C=CCNC(=O)c1onc(CSc2ccc(C(C)C)cc2)c1C(=O)O	-2	-7	21	-13[20 µM]	21	4	-2	-2	0
N#Cc1c2c(c(Nc3ccc(O)cc3)n3c1nc1ccccc13)CCC2	-1	3	4	-13	5	7	-2	5	2
CC(=O)N1N=C(c2ccncc2)OC1(Cc1ccccc1)Cc1ccccc1	-15	-10	11	-1	8	5	-9	4	0
CCSc1ccc2nnc(-c3cccc(F)c3)n2n1	4	-7	-5	-26	7	5	-1	0	3
O=C(CSc1ncn[nH]1)Nc1ccc(Cl)c(S(=O)(=O)N2CCOCC2)c1	-1	-5	6	-14	8	3	-3	1	-6
OCC(O)CN(c1ccccc1)c1ccccc1 (stereo unspecified)	-4	1	12	-15	9	2	-6	1	-3
COCCN(C(=O)CCC(=O)Nc1cccnc1)C(C(=O)NC1CCCCC1)c1ccccc1 (stereo unspecified)	2	-5	10	-25	7	7	1	1	-3
Cc1ccc(C(=O)/C=C/NCc2ccc(F)cc2)cc1	-12	-5	6	-22	14	9	3	0	-11
CC1CN(S(=O)(=O)c2ccc(NC(=O)CCN3C(=O)c4ccccc4C3=O)cc2)CC(C)O1 (stereo unspecified)	0	-7	-4	-15	x	1	1	-3	-4
CN1CCN(C(=O)c2ccccc2-c2nc(-c3ccc(Cl)cc3)no2)CC1	-6	-8	-7	-15[20 µM]	3	3	-1	0	-10
CCN(CC)CCNC(=S)N1CCn2c(nc3ccccc32)C1	0	-10	16	-14	8	1	-3	4	-9
CCOC(=O)C(/C(N)=N/C(=O)Nc1ccccc1)=C(\C)O	45	-3	2	1	8	4	-2	1	-1
O=C(COC(=O)CCc1c[nH]c2ccccc12)Nc1ccc([N+](=O)[O-])cc1	1	-3	16	-15	2	0	2	-7	-3
COc1ccc(N2CCN(Cc3cc(=O)oc4ccc(C)cc34)CC2)cc1	-8	-4	7	-17[20 µM]	2	4	0	0	-14
CCCCOP(=O)(OCCCC)C(Nc1ccccc1)c1ccc2c(c1)OCO2 (stereo unspecified)	-5	-5	12	-16	6	2	-3	-4	-13
Cn1c(SCC(=O)N2CCN(C(=O)c3ccco3)CC2)nnc1-c1ccc(NS(C)(=O)=O)cc1	-10	-6	2	-17	12	3	2	1	-1
O=S(=O)(c1ccc(-c2csc(=Nc3ccccc3)n2CCCN2CCOCC2)cc1)N1CCOCC1	-23	-11	5	-28[20 µM]	16	5	-5	5	-12

Next records.
SMILES	TbHK1 inh	RBBP9 inhibitor	PPC-1+TRAIL kill	Furin inh	PGE2 EP2 inh	BaF3 tox	p97 ATPase inh	Ba/F3 V617F tox	p47phox inh
O=C(Cn1c(=O)oc2cc(S(=O)(=O)N3CCCC3)ccc21)N1CCCC1	-2	-3	3	-20	14	6	9	-1	-13
COc1ccc2oc(=O)c(C(=O)OCC(=O)c3ccc([N+](=O)[O-])cc3)cc2c1	-5	-8	14	-11	2	2	2	-1	-4
CCCCNC(=O)CC1N=C2c3ccccc3N=C(SCC(=O)Nc3cccc(OC)c3)N2C1=O (stereo unspecified)	-22	5	14	-5	8	3	5	-1	-9
O=C(NNS(=O)(=O)c1cccc(Cl)c1)c1cc(-c2ccc(F)cc2)nc2ccccc12	-5	2	26	-37	8	9	4	1	-13
COc1ccc(C2CC(c3c(-c4ccccc4)c4cc(Cl)ccc4[nH]c3=O)=NN2S(C)(=O)=O)cc1 (stereo unspecified)	-15	-10	1	-8[20 µM]	21	4	-4	1	-15
COc1ccc(C2CC(c3ccc(Br)cc3)=NN2C(=O)CSC2=NCCS2)cc1 (stereo unspecified)	-13	-7	11	-9	3	8	3	1	-11
CCOc1ccccc1Cn1c(=O)sc2ccccc21	-1	-4	6	-21	4&1	2	4	0	-2
O=C(O)c1cccnc1Cl	-2	-7	14	-13	4	5	-2	2	5

Results in Furin inh and Ba/F3 V617F tox, for 2 of the compounds above:
smiles	Furin inh	Ba/F3 V617F tox
CCOc1ccccc1Cn1c(=O)sc2ccccc21	-21	0
O=C(O)c1cccnc1Cl	-13	2
